M. tuberculosis HTS = M. tuberculosis growth inhibition, HTS (AID 449762) | M. tuberculosis H37Rv growth inhibition, 7H9 media; higher % means a stronger effect | inhibition, % at 25 µM, or IC50 in µM where a hit was titrated | 330,000 tested, 0.59% active; in the data active = a potency from the dose series; inconclusive = inhibition above about 70% without an active follow-up result;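 note: bacterial growth assessed after seven days of incubation; strong numbers were not always called active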
inhibitors of VEEV = inhibitors of VEEV TC-83 cytopathic effect, confirmation, Vero cells (AID 588727); Vero cells, VEEV TC-83 cytopathic effect inhibition; higher % means a stronger effect; one-dose inhibition, % at 20 µM; IC50 in µM for titrated hits; 350,000 tested, 0.13% active; in the data active = a potency from the dose series; inconclusive = inhibition mostly from about 14% at the one dose, without a potency; inactive = the rest, 99 in 100 with inhibition below about 12%; note: strong numbers were not always called active
influenza NS1A = H1N1 influenza NS1A inhibitors, functional cell based assay (AID 504329) | NS1A functional cell-based assay, percent inhibition; higher % means a stronger effect | one-dose inhibition, % at 12.5 µM; IC50 in µM for titrated hits | 340,000 tested, 0.3% active; in the data active = a potency from the dose series; inconclusive = inhibition above about 27% without an active follow-up result; note: strong numbers were not always called active
Salmonella PhoP GFP = PhoP regulon inhibitors, Salmonella typhi PhoP promoter GFP reporter, confirmatory (AID 1850) | Salmonella Typhi PhoP-promoter GFP reporter, fluorescence, 4 h; higher % means a stronger effect | inhibition, % at 50 µM, or IC50 in µM where a hit was titrated | 310,000 tested, 0.33% active; in the data active = a potency from the dose series; inconclusive = inhibition mostly from about 25% at the one dose, without a potency; inactive = the rest, 99 in 100 with inhibition below about 19%;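 note: 0% = induced wells with vehicle and 100% = uninduced wells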
tuberculosis growth = growth inhibition of non-replicating M. tuberculosis (AID 488890). 320,000 tested, 0.39% active. inhibition, % at 25 µM, or IC50 in µM where a hit was titrated. Mycobacterium tuberculosis non-replicating, growth inhibition; higher % means a stronger effect; in the data active = a potency from the dose series; inconclusive = inhibition mostly from about 82% at the one dose, without a potency; inactive = the rest, 99 in 100 with inhibition below about 76%;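 note: plate controls were DMSO cells for no effect and high antibiotic wells for full effect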
inhibitors of VEEV 10K pilot screen = second read-out of inhibitors of VEEV, no call of its own (marks repeat the call); inhibition, %; measured here: 10K pilot screen inhibition
Starred values were filed as active, the others as inactive; i = inactive; ? = inconclusive; nt = not tested or not shown.

SMILES	M. tuberculosis HTS	inhibitors of VEEV	influenza NS1A	Salmonella PhoP GFP	tuberculosis growth	others
O=C(NCCS(=O)(=O)N1CCN(c2ccc(F)cc2)CC1)c1ccco1	-9%	1.0%	-1%	3%	-7%
Cc1cc(NC(=O)C(Cl)c2ccccc2)no1 (stereo not drawn)	10%	3.1%	-14%	-7%	?
COc1ccc(C(=O)NC(=S)NNC(=O)c2ccc(NC(=O)C(C)C)cc2)cc1	5%	2.8%	-2%	-6%	?
COc1ccc(OC)c(NC(=O)c2nc(S(=O)(=O)Cc3ccccc3)ncc2Cl)c1	49%	11%	6%	0%	?
Cc1cc(C)n(CCSCC(=O)O)n1	-1%	i	4%	-5%	-5%
CCN(CC)S(=O)(=O)c1cc(C(=O)N=c2sccn2C)ccc1OC	-5%	7.8%	-7%	-6%	20%
CC(C)(C)c1ccc(S(=O)(=O)N2CCSC2)cc1	6%	i	-5%	-6%	27%
C=C(C(=O)O)C(CCCCCC)C(=O)O (stereo not drawn)	-1%	1.6%	15%	19%	-5%
O=C(NCc1nnc(SCc2ccccc2)n1-c1ccc(F)cc1)C12CC3CC(CC(C3)C1)C2	?	4.6%	-6%	0%	62%
CC(=O)c1ccc(OCC(=O)NC(=O)NC2CCCCC2)cc1	-12%	0.9%	-7%	3%	5%
Cc1cc(=O)oc2cc(OCC(=O)N3CCc4ccccc4C3)ccc12	-2%	3.8%	-14%	3%	-8%
CCC(NC(=O)Nc1ccc(O)cc1)(C(F)(F)F)C(F)(F)F	0%	1.4%	3%	-1%	26%

Next part, overlapping the part above by 2 compounds.
SMILES	M. tuberculosis HTS	inhibitors of VEEV	influenza NS1A	Salmonella PhoP GFP	tuberculosis growth	others
Cc1cc(=O)oc2cc(OCC(=O)N3CCc4ccccc4C3)ccc12	-2%	3.8%	-14%	3%	-8%
CCC(NC(=O)Nc1ccc(O)cc1)(C(F)(F)F)C(F)(F)F	0%	1.4%	3%	-1%	26%
Cc1ccccc1-n1ncc2c1CC(C)(C)CC2NC(=O)CN1CCCC1=O (stereo not drawn)	3%	1.0%	-1%	0%	-3%
CCN(CC)N=Nc1ccc(S(N)(=O)=O)cc1	-7%	i	-4%	-1%	-3%
COc1ccc(-n2c(C)c(C)c3c(NCCCN(C)C)ncnc32)cc1	8%	i	0%	-7%	4%
O=P(O)(O)C12CC3CC(CC(C3)C1)C2	-3%	0.7%	-16%	7%	-2%
CN(C1CCCC1)C1CCN(C(=S)Nc2cc(F)cc(F)c2)CC1	1%	0.3%	8%	15%	-3%
COC(=O)C1C(c2ccc(N(C)C)cc2)C(C(=O)OC)S(=O)(=O)CS1(=O)=O (stereo not drawn)	7%	0.2%	-5%	-3%	16%
Cc1c(CCO)c(=O)n2n1CCCC2	nt	3.8%	-7%	nt	nt
O=C(/C(=N\Nc1ccccc1)Sc1nnnn1-c1ccccc1)c1ccccc1	2%	i	0%	-3%	11%
O=C(NCCc1nnc2ccc(NCCCN3CCOCC3)nn12)c1ccccc1	0%	2.1%	-4%	-4%	-3%
COc1ccc(S(=O)(=O)N2CCN(CC(O)COc3ccc(C#N)cc3)CC2)cc1OC (stereo not drawn)	3%	2.6%	4%	-3%	-12%
CC1C/C(=N/NC(=O)c2cccc(F)c2)c2ccc(O)cc2C1 (stereo not drawn)	?	1.4%	-22%	15%	i
O=C(C[n+]1cccc(/C=N/O)c1)N1CCCCCC1	-1%	1.0%	-1%	2%	-10%

Ordered by length of the SMILES (falling): three of the compounds above
SMILES	M. tuberculosis HTS	inhibitors of VEEV	influenza NS1A	Salmonella PhoP GFP	tuberculosis growth	others
O=C(/C(=N\Nc1ccccc1)Sc1nnnn1-c1ccccc1)c1ccccc1	2%	i	0%	-3%	11%
CN(C1CCCC1)C1CCN(C(=S)Nc2cc(F)cc(F)c2)CC1	1%	0.3%	8%	15%	-3%
CCN(CC)N=Nc1ccc(S(N)(=O)=O)cc1	-7%	i	-4%	-1%	-3%

(further entries)
SMILES	M. tuberculosis HTS	inhibitors of VEEV	influenza NS1A	Salmonella PhoP GFP	tuberculosis growth	others
CC1CCN(S(=O)(=O)c2ccc3c(c2)oc(=O)n3CC(=O)NCc2ccc3c(c2)OCO3)CC1	-1%	1.2%	27%	nt	nt
Cc1ccc(OCCC(=O)Nc2ccc(S(=O)(=O)N3CCCC3)cc2)cc1	9%	4.5%	-6%	nt	31%
CCOC(=O)N1CCN(C(=O)c2ccc3c(=O)n4c(nc3c2)CCCCC4)CC1	0%	nt	nt	-3%	-4%
CSCC[C@H](NC(=O)C(C)Oc1ccc(Cl)cc1)c1nc2ccccc2[nH]1 (stereo partly drawn)	1%	1.0%	-4%	-7%	1%
CCN(CC)S(=O)(=O)c1cc(C(=O)Nc2cc(C)on2)c(Cl)cc1Cl	6%	i	2%	-4%	-6%
O=C(O)c1ccccc1NC(=O)c1cc2ccccc2oc1=O	5%	0.2%	-6%	-4%	19%
COc1ccc(OC)c(S(=O)(=O)Nc2ccccc2O)c1	5%	i	2%	7%	-3%
COc1ccc(NC(=O)CSc2nccn2C)c([N+](=O)[O-])c1	-6%	1.9%	-11%	2%	6%
Cc1ccc(NCc2nc3ccccc3n2C)cc1C	4%	i	-12%	13%	16%
CC(=O)c1cccc(N(CC(=O)Nc2cc(C)cc(C)c2)S(C)(=O)=O)c1	-9%	0.3%	-1%	1%	11%
CCOC(=O)N1CCN(C(=O)CSCC(=O)Nc2nc(-c3ccc4c(c3)OCO4)cs2)CC1	-7%	8.8%	0%	19%	48%
CCC(C)C(=O)Nc1cc(C(=O)OC)cc(C(=O)OC)c1 (stereo not drawn)	1%	i	-5%	6%	-13%
CCc1ccc(NC(=O)CN2C(=O)CC(C)S(=O)(=O)c3ccccc32)cc1 (stereo not drawn)	1%	1.2%	-1%	7%	3%
CC(C)CNC(=O)COC(=O)c1ccc2c(c1)C(=O)N(Cc1ccco1)C2=O	-3%	i	-6%	12%	-4%
O=C(NC1CCCCCCC1)c1cc(F)c(F)cc1Cl	11%	0.5%	-6%	-10%	45%
Cc1c(NC(=O)Nc2ccc(Cl)cc2Cl)c(=O)n(-c2ccccc2)n1C	-1%	8.4%	-8%	1%	10%
CCOc1ccc(N(CC(=O)Nc2c(C)n(C)n(-c3ccccc3)c2=O)S(=O)(=O)c2ccccc2)cc1	-1%	0.4%	2%	12%	19%
CC(O)CNc1nc2c(c(=O)n(C)c(=O)n2C)n1Cc1cccc(C(F)(F)F)c1 (stereo not drawn)	-2%	i	3%	3%	2%	inhibitors of VEEV 10K pilot screen=0.0
C#CCOCCOCCOCCNc1nc(N2CCN(C(=O)[C@H](CO)n3cc([C@@H](N)C(C)C)nn3)CC2)nc(N2CCN(C(=O)[C@H](CCC(=O)O)n3cc([C@@H](N)[C@H](C)CC)nn3)CC2)n1	-2%	0.2%	-10%	nt	4%
O=C(COc1ccc([N+](=O)[O-])cc1)Nc1ccc2[nH]c(=O)[nH]c2c1	-3%	4.1%	-6%	6%	-6%
CCOC(=O)N1CCN(C(=O)C2CCN(S(=O)(=O)c3ccccc3)CC2)CC1	-10%	i	-2%	-4%	8%
COC(=O)[C@@H]1C[C@@]2(O)[C@@H](O)[C@@H](O)[C@@H](O)C[C@H]2N1Cc1ccc(C)s1	-11%	0.4%	-1%	-4%	-9%
Cc1c(NC2=NC3(CCCCC3)Cc3ccccc32)c(=O)n(-c2ccccc2)n1C	-4%	i	8%	-8%	-2%
Clc1ccc(CSc2cc3c(nn2)-c2ccccc2CC3)cc1Cl	46%	1.2%	-5%	0%	59%

Not a retest: entries from further up.
SMILES	M. tuberculosis HTS	inhibitors of VEEV	influenza NS1A	Salmonella PhoP GFP	tuberculosis growth	others
CCc1ccc(NC(=O)CN2C(=O)CC(C)S(=O)(=O)c3ccccc32)cc1 (stereo not drawn)	1%	1.2%	-1%	7%	3%
CC(C)CNC(=O)COC(=O)c1ccc2c(c1)C(=O)N(Cc1ccco1)C2=O	-3%	i	-6%	12%	-4%
O=C(NC1CCCCCCC1)c1cc(F)c(F)cc1Cl	11%	0.5%	-6%	-10%	45%

Following part:
SMILES	M. tuberculosis HTS	inhibitors of VEEV	influenza NS1A	Salmonella PhoP GFP	tuberculosis growth	others
Cc1ccc(-n2c(SCC(=O)N(C)C3CCS(=O)(=O)C3)nc3ccccc3c2=O)cc1 (stereo not drawn)	-6%	11%	-10%	3%	-19%
CCOC(=O)C(C)Sc1nc(-c2ccco2)cc(C(F)(F)F)c1C#N (stereo not drawn)	5%	1.6%	8%	-14%	77%
C=CCn1c(C(CC(C)C)CC(C)O)n[nH]c1=S (stereo not drawn)	-2%	0.1%	7%	-5%	5%
CCCc1cc(=O)[nH]c(SCC(=O)Nc2cccc(S(=O)(=O)N3CCOCC3)c2)n1	7%	2.6%	-3%	nt	25%
COc1cccc(N/C(SC)=C(/C#N)C(=O)NCc2cccs2)c1	-9%	2.2%	0%	-17%	10%
O=C(NCc1ccc(Cl)cc1)C1CCCN1C(=O)Nc1ccccc1 (stereo not drawn)	6%	i	-3%	-8%	-5%
CCCCn1c(N)c(N(CCOC)C(=O)c2cc3c(s2)CCCCC3)c(=O)[nH]c1=O	41%	4.0%	-1%	-2%	11%
Cc1ccc(C(=O)OCC(=O)NC(=O)c2cccn2C)cc1	2%	0.3%	3%	-6%	-9%
CC(C)(C)C1CCC(=NNC(=O)c2cc(-c3ccccc3)n[nH]2)CC1 (stereo not drawn)	0%	0.4%	5%	5%	13%
Cc1cc(C)n(-c2nc(NC(C)C)nc(NC(C)C)n2)n1	70%	4.1%	-22%	-6%	71%
CC(=O)c1cccc(NC(=O)c2ccc(N(Cc3ccccc3C)S(C)(=O)=O)cc2)c1	-4%	8.9%	1%	2%	14%
COc1ccc([N+](=O)[O-])cc1NC(=O)c1ccc(CN(c2ccc(C)c(C)c2)S(C)(=O)=O)cc1	3%	1.5%	0%	-9%	5%	inhibitors of VEEV 10K pilot screen=2.5
CC(C)[C@H](NC(=O)N1c2ccccc2NC(=O)[C@@H]1C(C)C)C(=O)N[C@@H](C(=O)O)c1ccccc1	-1%	i	-1%	-1%	7%
Nc1nnc(-c2ccccc2)c(-c2ccccc2)n1	nt	5.5%	6%	-10%	-1%
COc1ccccc1N(C)S(=O)(=O)c1ccc(C(=O)O)cc1	3%	0.4%	-3%	-6%	-18%
CC/C(=N\NC(=O)Cc1ccc(Br)cc1)c1cccs1	-1%	2.7%	-2%	5%	-12%
CC1CCN(C(=S)Nc2ccc3nc4n(c(=O)c3c2)CCCCC4)CC1	-3%	i	-5%	-8%	11%
Fc1ccc(-c2nnc(SCc3ncc(-c4ccccc4)o3)n2CC2CCCO2)cc1 (stereo not drawn)	4%	2.0%	-1%	0%	2%
C#CCOCCOCCOCCNc1nc(N2CCN(C(=O)[C@H](CCCN=C(N)N)n3cc(C(N)[C@H](C)CC)nn3)CC2)nc(N2CCN(C(=O)[C@H](CC(N)=O)n3cc(C(N)[C@@H](C)CC)nn3)CC2)n1 (stereo partly drawn)	7%	i	19%	nt	71%
CC1CCN(c2ccc3c(c2)S(=O)(=O)c2cccc(C(=O)NCc4ccc(F)cc4)c2C3=O)CC1	2%	0.8%	-3%	nt	3%	inhibitors of VEEV 10K pilot screen=0.7
CC1CCCC(NC(=O)COC(=O)[C@@H]2CC(O)CN2S(=O)(=O)c2ccc3c(c2)OCCO3)C1C (stereo partly drawn)	-20%	2.6%	-6%	-1%	24%
O=C(CSc1nc2ccccc2n1-c1ccccc1)NCC1CCCO1 (stereo not drawn)	-3%	1.1%	0%	-7%	7%
Cc1cc(NC(=O)CCC(=O)N(C(C(=O)NC(C)(C)C)c2ccccc2Cl)C(C)(C)C)no1 (stereo not drawn)	4%	i	2%	5%	1%
O=C1c2ccccc2-c2ccc(C(=O)N3CCOCC3)cc21	-12%	i	4%	1%	-8%
CCOC(=O)Cn1c(N2CCOCC2)nc2c1c(=O)[nH]c(=O)n2C	0%	1.6%	-16%	1%	-10%
CS(=O)(=O)N(CC(=O)NCCc1ccccc1)C1CCCCC1	3%	i	-1%	7%	-10%	inhibitors of VEEV 10K pilot screen=1.1
Cn1ccc2cc(-c3ccc4ncnc(NCc5cccs5)c4c3)ccc21	?	11%	-6%	nt	?
Cc1ccc(CN2CCCN(Cc3c(C)cc(C)cc3C)S2(=O)=O)cc1	1%	i	-7%	-4%	15%
Cc1ccc(/C=N/N=C2/NC(=O)C(CC(=O)Nc3ccc(Cl)cc3)S2)o1 (stereo not drawn)	-14%	1.1%	0%	-1%	-2%
CCC(C)(C)n1nnnc1C(c1cccs1)N1CCN(Cc2ccccc2)CC1 (stereo not drawn)	4%	i	1%	-2%	15%
Cc1ccc(S(=O)(=O)NNC(=O)c2ccccc2O)cc1	6%	3.4%	2%	5%	-7%
Cc1ccc(-n2cc(C(C)(C)C)[nH]c2=S)cc1	-3%	3.4%	11%	-9%	15%

Assay outcomes: PubChem, Southern Research Specialized Biocontainment Screening Center
